mIDH1 inhibitor – human IDH1 R132H inhibition. O75874. IDH1-R132H enzyme, NADPH consumption, diaphorase/resazurin fluorescence. Potency, µM (series often up to 76.6 µM), inactives show at the highest dose activity change, negative = inhibition, hits mostly inhibitors. 0.093% of 390,000 active; further: potency means the concentration at half of the fitted maximal effect; on the % scale 0 is the no-effect control and ±100 the full control effect; nearly all actives have a fitted effect of over 65% in size
Target sequence (O75874 whole entry R132H, stated change not applied): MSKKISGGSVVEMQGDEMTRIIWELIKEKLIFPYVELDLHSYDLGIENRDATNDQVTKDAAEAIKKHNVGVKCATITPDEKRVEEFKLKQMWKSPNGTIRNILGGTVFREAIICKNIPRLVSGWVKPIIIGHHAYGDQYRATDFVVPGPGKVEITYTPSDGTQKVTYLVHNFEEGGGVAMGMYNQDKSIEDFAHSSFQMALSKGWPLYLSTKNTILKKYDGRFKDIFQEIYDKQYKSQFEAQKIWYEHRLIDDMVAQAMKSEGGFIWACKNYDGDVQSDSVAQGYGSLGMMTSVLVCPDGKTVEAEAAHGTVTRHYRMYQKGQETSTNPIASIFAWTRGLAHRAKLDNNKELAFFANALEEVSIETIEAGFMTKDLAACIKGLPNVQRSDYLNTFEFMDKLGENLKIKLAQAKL
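IDH1-R132H (0.5 ug/mL dispensed) in pH 7.5 Tris buffer was preincubated 30 min with compound, then given a substrate mix of 0.016 mM NADPH and 2 mM alpha-KG for 80 min at room temperature; remaining NADPH was read by diaphorase/resazurin fluorescence.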
TrxR1 substrate – substrates of rat thioredoxin reductase 1; O89049; purified TrxR1 substrate turnover, NADPH consumption readout; Potency, µM (doses to about 114 µM), without a hit: at the top dose activity change, negative = substrate turnover; 0.01% of 390,000 active; AID 588456; further: potency means the concentration at half of the fitted maximal effect; on the % scale 0 is the no-effect control and ±100 the full control effect; nearly all actives have a fitted effect of over 50% in size
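Rat TrxR1, dispensed at 90 nM, was prereduced with 400 uM NADPH (final) for 5 min at ~22 deg C, then incubated with compound 15 min before 400 uM selenite. A first-read NADPH fluorescence drop versus no-compound background flagged substrates.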
USP1-UAF1 inh – USP1/UAF1 (human) deubiquitinase inhibition. O94782. recombinant USP1/UAF1, Ub-Rhodamine cleavage fluorescence. Potency, µM (series often up to 57.1 µM), for the others: at the highest dose activity change, negative = inhibition, hits mostly inhibitors. 0.23% of 390,000 active. AID 743255; further: potency means the concentration at half of the fitted maximal effect; on the % scale 0 is the no-effect control and ±100 the full control effect; nearly all actives have a fitted effect of over 60% in size; inactives centre near -12
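USP1/UAF1 complex (1 nM) preincubated 15 min at room temperature with compound, then Ub-Rho substrate (150 nM final) added. Kinetic fluorescence at 480/540 nm over 6 reads at 60 s intervals; 50 mM HEPES pH 7.8, 0.5 mM EDTA, 0.1 mg/ml BSA, 1 mM TCEP, 0.01% Tween-20.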
Vif-APOBEC3F blk – Vif-A3F binding inhibition; HeLa A3F-eYFP + Vif (tagged APOBEC3F with the HIV-1 protein that degrades it), YFP fluorescence increase; Potency, µM (titrated, usually from 46.1 µM), without a hit: at the top dose activity, negative = active; 0.2% of 390,000 active; AID 602313; further: potency means the concentration at half of the fitted maximal effect; % of control where 0% means no effect; nearly all actives have a fitted effect of over 65% in size
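HeLa cells stably expressing A3F-eYFP plus Vif, plated and incubated overnight at 37 deg C, then exposed to compounds overnight at 37 deg C. Blocked degradation read as raised yellow fluorescence (Ex 488/Em 500-530).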
GRP78 ERSR act – ER stress response induction in glioma; U87-MG GRP78 promoter luciferase reporter, 16 h; Potency, µM, for the others: at the highest dose activation, hits mostly activators; 0.02% of 420,000 active; further: potency means the concentration at half of the fitted maximal effect; series mostly up to about 76 µM; % of control where 0% means no effect; nearly all actives have a fitted effect of over 35% in size
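Stably transfected U87-MG human glioma cells carrying a GRP78-based luminescent sensor were seeded at 1000 cells/well, pin-dosed with compounds and incubated 16 h. Luciferase reagent was then added, and end-point luminescence was read after 10 min at room temperature.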
PI4K2A inh – inhibitors of human PI4K2A. Q9BTU6. purified PI4K2A, ADP-Glo luminescence, 1 h; active compounds read low. activity change, negative = inhibition, % at 76.9 µM. 0.13% of 420,000 active. AID 1346378; in the data active means activity change below about -50%; inconclusive means mostly about -30% to -49%;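 further: -100% = wells without enzyme as full effect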
Target sequence (Q9BTU6 whole entry, looked up): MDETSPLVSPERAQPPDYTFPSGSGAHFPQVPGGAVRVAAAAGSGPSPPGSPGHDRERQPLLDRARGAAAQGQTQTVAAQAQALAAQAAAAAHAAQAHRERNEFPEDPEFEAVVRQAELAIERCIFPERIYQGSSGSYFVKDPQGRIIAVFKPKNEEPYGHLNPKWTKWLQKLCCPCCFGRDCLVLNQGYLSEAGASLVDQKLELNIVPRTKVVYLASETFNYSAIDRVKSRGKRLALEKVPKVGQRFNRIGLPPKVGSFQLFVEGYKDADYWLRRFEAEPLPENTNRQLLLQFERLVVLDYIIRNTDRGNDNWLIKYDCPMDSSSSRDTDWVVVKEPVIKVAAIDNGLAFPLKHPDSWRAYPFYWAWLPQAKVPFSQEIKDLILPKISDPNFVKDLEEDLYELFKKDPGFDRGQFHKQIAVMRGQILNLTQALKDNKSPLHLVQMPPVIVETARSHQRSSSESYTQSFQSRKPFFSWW
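Compounds are screened against recombinant PI4K2A using PI as substrate and ATP, the latter dispensed at 300 microM. Reactions run one hour at ambient temperature before ADP-Glo detection; full inhibition defined by wells lacking enzyme.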
LDHA inh – blocks human lactate dehydrogenase A | P00338 | purified LDHA, NADH/diaphorase-resazurin fluorescence; active compounds read low | activity change, % (values are at about 110 or 230 µM) | 0.15% of 480,000 active; in the data active means activity change below about -30%; inconclusive means mostly about -25% to -30%;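 further: plate controls were DMSO wells for no effect and wells without enzyme for full effect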
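Enzyme activity of human lactate dehydrogenase 5 (2 nM; 0.06 mM NADH, 0.2 mM pyruvate, 5 min, RT) is measured via a resazurin/diaphorase fluorescence readout of residual NADH.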
RXFP1 ag – RXFP1 (human) receptor agonism | Potency, µM (series often up to 57.5 µM), for the others: at the top dose activation, actives largely listed as activators | 0.3% of 370,000 active | HEK293T-RXFP1 cAMP TR-FRET, 30 min; response scale: percent of porcine relaxin response, buffer zero; further: potency means the concentration at half of the fitted maximal effect; on the % scale 0 is the no-effect control and ±100 the full control effect; nearly all actives have a fitted effect of over 60% in size; many of its hits are not listed in these tables
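Agonist response is measured as cAMP accumulation in an RXFP1-transfected HEK293T line under PDE4 inhibition. Values are scaled between buffer-only and 29 nM porcine relaxin, and EC50s come from standard Hill equation fits.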
Vif-A3G inh – blocks the Vif interaction with human APOBEC3G; Q9HC16; HeLa A3G-eYFP + Vif (tagged APOBEC3G with the HIV-1 protein that degrades it), YFP fluorescence, overnight; Potency, µM (top dose mostly 46.1 µM), for inactives: at the top dose activity, negative = active, usual class: inhibitors; 0.076% of 410,000 active; AID 602310;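 further: potency means the concentration at half of the fitted maximal effect; on the % scale 0 is the no-effect control and ±100 the full control effect; nearly all actives have a fitted effect of over 60% in size; hits raise eYFP signal because A3G escapes Vif-driven loss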
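HeLa cells stably expressing Vif and C-terminally eYFP-tagged A3G, seeded overnight at 37 deg C, then exposed to compound by pintool overnight at 37 deg C. Rise in yellow fluorescence (Ex 488/Em 500-530, Acumen) marks blocked Vif-driven A3G degradation.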
An asterisk follows results filed as active; ? = inconclusive; / = not tested or not shown; & = joins results of further samples; ! = a repeat was not active; [ ] = remark or other dose. Unless noted, the call rests on the fitted dose curve; in most records, active means well fitted curve in the direction sought with a large enough effect; inconclusive means small, poorly fitted or top-dose-only effect, or another doubt; inactive means no such curve, though single readings can be large; an effect the other way counts as inactive or inconclusive. Not all compounds are listed (hit frequency here may not be typical).

1	COc1ccc(/C=C2\SC(=S)N(CCCCCC(=O)Nc3cc(C)on3)C2=O)cc1OC
2	O=C(NCc1ccccn1)C(=O)NCc1ccccn1
3	COc1ccc(C2(CNC(=O)c3cccc([N+](=O)[O-])c3)CCOCC2)cc1
4	COC(=O)c1ccccc1SC1CC(=O)N(c2cccc(C)c2)C1=O (configuration not stated)
5	O=C(NNS(=O)(=O)c1ccc(Br)cc1)c1csnn1
6	O=C(Oc1ccc2ccccc2c1)c1ccccc1
7	N#CCCN(C(=O)Cn1nc(C(=O)O)c2ccccc2c1=O)c1ccccc1
8	COC(=O)CCC(C)N1CCC(Oc2ccc(C(=O)N3CCCC3)cc2)CC1 (configuration not stated)

entry no.	1	2	3	4	5	6	7	8
mIDH1 inhibitor	6%	10%	14%	12%	1%	8%	4%	-3%
TrxR1 substrate	-15%	8%	4%[57.1 µM]	8%	-4%[57.1 µM]	4%[57.1 µM]	6%	6%
USP1-UAF1 inh	-9%	-24%	1%	-25%	-7%	-9%	-13%	-10%
Vif-APOBEC3F blk	-8%	2%	18%	-1%	10%	1%	-19%	-4%
GRP78 ERSR act	-10%	1%	-4%	3%	1%	-2%	0%	-6%
PI4K2A inh	6	2	1	-3	1	-7	2	-3
LDHA inh	-4	0	-4	-1	4	-3	-32*!	-7
RXFP1 ag	-4.1%	3.7%	0.7%	1.2%	1.2%	0.8%	0.0%	-3.6%
Vif-A3G inh	0%	0%	2%	-1%	1%	-7%	2%	-4%

9	CN(C)c1cccc(NC(=O)c2ccco2)c1
10	NC(=O)c1ncn([C@@H]2O[C@H](CO)[C@@H](O)[C@H]2O)n1
11	Cc1cccc(OCCNC(=O)c2ccc(Cl)c(S(=O)(=O)NCc3cccnc3)c2)c1
12	N#Cc1ccc(CSC2=NCCN2)cc1
13	O=C(OCC(=O)N1CCc2ccccc2C1)c1ccc(O)cc1
14	C=CCNC(=O)/C=C/c1ccc(C(C)C)cc1
15	CCN(CC)CCn1c(=N)n(CC(=O)c2ccc(Br)s2)c2ccccc21
16	CCO[C@@H]1OC(C(=O)Nc2ccccc2)=C[C@H](c2ccc(C(F)(F)F)cc2)[C@H]1CCCO

entry no.	9	10	11	12	13	14	15	16
mIDH1 inhibitor	1%	0%	11%	12%	0%	4%	6%	?
TrxR1 substrate	-2%	7%[57.1 µM]	9%	4%[57.1 µM]	2%	-2%	2%	-4%
USP1-UAF1 inh	-14%	-20%	-9%	-30%	-18%	-12%	2%	?
Vif-APOBEC3F blk	-28%	-4%	-31%	-26%	3%	-28%	-13%	-25%
GRP78 ERSR act	6%	-4%&-1%	-7%	-8%	4%	1%	-5%	-1%
PI4K2A inh	-11	2&-3&0	-2	-5	1	3	-1	-1
LDHA inh	-1	-4	1	-3	-3	-5	-2	0
RXFP1 ag	-3.1%	0.2%	2.7%	3.4%	/	-0.3%	-0.5%	0.2%
Vif-A3G inh	-2%	-6%	?	-17%	1%	-1%	0%	-1%

17	O=C1C2C(C(=O)N1Cc1ccco1)C1C=CC2C12CC2 (configuration not stated)
18	CNC(=O)Nc1cccc(-c2cc(-c3c(Cl)cccc3Cl)no2)c1
19	C(=N\N1CCN(c2ccccc2)CC1)/c1ccccc1
20	Cc1ccc(-c2noc(CCC(=O)NC3CCCC3)n2)cc1
21	C=CCN1C(=S)CC(c2ccccc2)=Nc2ccccc21
22	Cc1ccc(NC(=O)Cn2c(-c3ccc4c(c3)OCO4)cn(-c3ccccc3)c2=O)cc1C
23	Cc1ccc(Cl)c(OCC(=O)Nc2ccc3c(c2)OCCO3)c1
24	CCOC(=O)c1cnc2ccc(OC)cc2c1NCCc1ccc(OC)c(OC)c1

entry no.	17	18	19	20	21	22	23	24
mIDH1 inhibitor	3%	-4%	3%	1%	2%	-10%	7%	10%&5%
TrxR1 substrate	3%	2%	-3%[57.1 µM]	2%	-7%	0%	2%	-7%&6%
USP1-UAF1 inh	-10%	-26%	-7%	-8%	-5%	-7%	-12%	9%&-12%
Vif-APOBEC3F blk	-3%	-1%	4%	4%	1%	-1%	0%	-10%&-1%
GRP78 ERSR act	-3%	1%	3%	3%	?	1%	9%	-6%&-8%
PI4K2A inh	-2	3	0	6	2	-1	7	-2&3
LDHA inh	-1	-10	2	-5	1	7	-4	3&-2
RXFP1 ag	0.0%	3.1%	1.4%	0.2%	0.0%	-0.8%	-0.9%	5.2%&0.3%
Vif-A3G inh	4%	-1%	0%	-3%	-24%	2%	-2%	-2%&-4%

Entries from the list above containing a cyano group:
7	N#CCCN(C(=O)Cn1nc(C(=O)O)c2ccccc2c1=O)c1ccccc1
12	N#Cc1ccc(CSC2=NCCN2)cc1

entry no.	7	12
mIDH1 inhibitor	4%	12%
TrxR1 substrate	6%	4%[57.1 µM]
USP1-UAF1 inh	-13%	-30%
Vif-APOBEC3F blk	-19%	-26%
GRP78 ERSR act	0%	-8%
PI4K2A inh	2	-5
LDHA inh	-32*!	-3
RXFP1 ag	0.0%	3.4%
Vif-A3G inh	2%	-17%

Continued.
25	Oc1ccccc1-c1cc(C(F)(F)C(F)F)nc(-c2ccccc2)n1
26	Cc1ccc(Cl)cc1NC(=O)c1ccc(NC(=O)N2CCSc3ncccc32)cc1
27	CC(=O)NCC(=O)OCC(=O)N1c2ccccc2Sc2ccccc21
28	Cc1ccccc1OCCCCn1c(CCNC(=O)C(C)(C)C)nc2ccccc21
29	C#CCSc1nnnn1-c1ccc(OCC)cc1
30	CC1(C)CC(=O)N(c2ccc(Cl)cc2Cl)C(=O)C1
31	Fc1ccccc1CSc1nncn1NC/C=C/c1ccccc1
32	COc1cc2ccccc2cc1C(=O)Nc1cc(C)ccn1

entry no.	25	26	27	28	29	30	31	32
mIDH1 inhibitor	7%	-10%	10%	6%	4%	3%	1%	0%
TrxR1 substrate	-9%	16%	6%	-2%	8%[57.1 µM]	13%[57.1 µM]	-2%	1%
USP1-UAF1 inh	3%	-14%	-13%	-15%	-4%	-7%	0%	-7%
Vif-APOBEC3F blk	0%	-2%	-1%	3%	17%	-15%	/	-7%
GRP78 ERSR act	-4%	-4%	-3%	-1%	-1%	-1%	-4%	3%
PI4K2A inh	4	-2	-5	2	-1	-3	-7	-4
LDHA inh	-5	-4	-7	0	1	-9	-3	-5
RXFP1 ag	-0.1%	0.1%	-2.9%	-1.0%	1.6%	0.0%	0.3%	0.7%
Vif-A3G inh	-1%	-3%	0%	2%	-5%	-2%	-4%	-5%

33	CN(CCNC(=O)CN1C(=O)CSc2ccc(S(=O)(=O)N3CCCC3)cc21)Cc1ccccc1
34	O=C(CCN1C(=O)/C(=C/c2ccc(F)cc2)SC1=S)NC1C=CS(=O)(=O)C1 (configuration not stated)
35	Cc1cc(C)c(S(=O)(=O)ON2C(=O)c3ccccc3C2=O)cc1C
36	CCCCSc1nc2sc3c(c2c(=O)n1-c1ccccc1)CCN(C)C3
37	CCCCCC(=O)Nc1ccc(C(=O)COC(=O)c2ccccn2)cc1
38	CCOC(=O)c1cc2c(=O)n3ccccc3nc2n(CC(C)C)c1=NC(=O)c1ccco1
39	CCc1ccccc1NC(=O)N1CCc2ccccc21
40	COc1cc(CCN=Cc2cc(Cl)cc(Cl)c2O)c([N+](=O)[O-])cc1OC

entry no.	33	34	35	36	37	38	39	40
mIDH1 inhibitor	-8%	4%	8%	-13%	-3%	-2%	-1%	/
TrxR1 substrate	-4%	50%[activator]	22%	-5%	0%[57.1 µM]	155%[activator]	-6%	/
USP1-UAF1 inh	-15%	-24%	-12%	-16%	-6%	1%	-19%	/
Vif-APOBEC3F blk	0%	-1%	-9%	-2%	-9%	-2%	7%	/
GRP78 ERSR act	-1%	-2%	-10%	-2%	4%	-1%	-5%	-3%
PI4K2A inh	-1	5	3	2	-7	0	2	-4
LDHA inh	-11	-4	-8	-2	-3	-4	0	6
RXFP1 ag	1.7%	0.6%	-0.1%	3.0%	0.0%	4.3%	-3.1%	/
Vif-A3G inh	1%	2%	-23%	2%	-7%	-8%	2%	2%

41	O=C(Nc1ccc(NC(=O)c2ccco2)nc1)c1cccnc1
42	CNC(=O)c1ccc(NC(=O)Cc2ccc(S(=O)(=O)N3CCOCC3)s2)cc1
43	CCCSc1nc(-n2ncc(C#N)c2N)c2c3c(sc2n1)CCC(C)C3 (configuration not stated)
44	CC(C)(Oc1ccc(Cl)cc1)C(=O)NC1CCSC1=O (configuration not stated)
45	COc1cccc(C(=O)NN2CCOCC2)c1

entry no.	41	42	43	44	45
mIDH1 inhibitor	3%	1%	11%	1%	1%
TrxR1 substrate	0%	7%	4%	5%	-8%
USP1-UAF1 inh	-18%	-12%	-14%	3%	6%
Vif-APOBEC3F blk	-4%	0%	-1%	-8%	-10%
GRP78 ERSR act	-10%	1%	-3%	-1%	-1%
PI4K2A inh	-2	0	3	0	-3
LDHA inh	-4	-3	-2	-13	-1
RXFP1 ag	-2.3%	1.5%	2.7%	-1.3%	/
Vif-A3G inh	0%	1%	0%	1%	0%
